NCOA1 inh: inhibitors of human steroid receptor coactivator 1 (SRC1); Q15788; HEK293 GAL4-SRC1 luciferase reporter, luminescence; inhibition, % at 3.6 µM; 360,000 tested, 0.12% active; AID 588354;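 active = inhibition above the campaign mean plus 3 SD, with each screening campaign given its own cutoff, cut at about 60% in these data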;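 note: 0% = DMSO treated cells and 100% = gossypol at 36 µM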
TWEAK-Fn14 inh: blocks TWEAK-Fn14 interaction in a reporter cell assay. TWEAK-stimulated Fn14 reporter cells, luciferase luminescence, 8 h. inhibition, % at 10 µM. 360,000 tested, 2% active; in the data active = inhibition above about 50%
TROY signal inh: blocks TROY-dependent signaling in reporter cells | 360,000 tested, 0.98% active | Q293 LMP1-TROYcd NF-kB luciferase reporter, 4 h | inhibition, % at 10 µM | AID 1347056;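 active = compounds whose plate-normalised and pattern-corrected inhibition of the luciferase reporter signal at the single screening dose is 50% or more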
C8 TRAIL sens: caspase-8 TRAIL sensitization; NB7+C8 cells + TRAIL, ATPlite viability luminescence; inhibition (viability loss, TRAIL sensitization), % at 10 µM; 360,000 tested, 1% active; AID 624354;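 active = compounds causing at least 50% loss of cell viability in the single-dose screen, relative to plate controls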
CF NFkB inh: blocks PAF-induced NF-kB reporter in cystic fibrosis cells. KKLEB NF-kB-GFP reporter, GFP fluorescence overnight. inhibition, % at 5 µM. AID 588850. 360,000 tested, 0.86% active;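 active = at least 50% inhibition at 5 µM, scaled per plate between neutral and stimulator controls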;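 note: PAF is a Pseudomonas aeruginosa culture filtrate used as stimulus; plate controls were PAF-stimulated DMSO wells for no effect and unstimulated DMSO wells for full effect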
EBV LMP1 NFkB: reduces LMP1-driven NF-kappaB luciferase signal | LMP1-induced NF-kappaB luciferase reporter cells, luminescence | inhibition, % at 12.5 µM | 350,000 tested, 0.69% active; in the data active = inhibition above about 41%;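 note: 0% = neutral control wells and 100% = reference inhibitor control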
KKLEB cytotox: CF airway cell cytotoxicity counter-screen; 360,000 tested, 0.36% active; activity change (cytotoxicity), % at 5 µM; KKLEB CF airway cells viability, ATPlite luminescence, overnight; hits give low values; cells stimulated with P. aeruginosa culture filtrate;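 active = corrected activity change at or below -50% at 5 µM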
NR5A2 inv ag: suppresses constitutive activity of human LRH-1; O00482; HEK293T StAR-luciferase reporter, LRH-1 transfected, 24 h; inhibition, % at 3.6 µM; 360,000 tested, 0.13% active;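 active = inhibition above the mean inhibition of all tested compounds plus 3 SD, cut at about 73% in these data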;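 note: 0% = DMSO wells and 100% = reporter-only cells lacking LRH-1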
COUP-TFII inh: blocks human COUP-TFII nuclear receptor. inhibition, % at 8.6 µM. HEK293T NGFI-A luciferase reporter, luminescence. AID 686940. 370,000 tested, 0.7% active;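 active = inhibition above a per-plate cutoff, mean inhibition of test wells between control levels plus 3 SD, cut at about 38% in these data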;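 note: cells cotransfected with COUP-TFII expression vector driving the NGFI-A reporter; 0% = median of COUP-TF2 test wells and 100% = reporter-only cells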
Target sequence (P24468 whole entry, looked up): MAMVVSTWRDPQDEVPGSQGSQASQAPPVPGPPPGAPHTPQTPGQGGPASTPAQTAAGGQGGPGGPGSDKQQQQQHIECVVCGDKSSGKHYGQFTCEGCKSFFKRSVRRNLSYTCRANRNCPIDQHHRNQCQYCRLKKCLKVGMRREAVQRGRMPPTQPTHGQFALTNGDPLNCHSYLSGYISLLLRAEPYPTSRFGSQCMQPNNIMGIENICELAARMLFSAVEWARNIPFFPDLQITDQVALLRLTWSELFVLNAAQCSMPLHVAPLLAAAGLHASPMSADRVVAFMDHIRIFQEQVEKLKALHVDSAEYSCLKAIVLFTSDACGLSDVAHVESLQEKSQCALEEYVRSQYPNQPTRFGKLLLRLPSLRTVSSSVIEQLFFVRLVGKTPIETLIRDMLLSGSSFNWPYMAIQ
SRC3 inh: inhibits human SRC3 coactivator; Q9Y6Q9; HEK293 GAL4-SRC3 luciferase reporter, luminescence; inhibition, % at 3.6 µM; 360,000 tested, 0.17% active; AID 588352;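 active = inhibition above a per-campaign cutoff, the mean of all compounds plus 3 SD, cut at about 60% in these data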;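 note: 0% = DMSO-treated cells and 100% = gossypol-treated cells at 36 µM; higher means less SRC3-driven luciferase light from the GAL4 reporter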
SRC2 inh: inhibits human steroid receptor coactivator 2 | AID 651957 | inhibition, % at 9 µM | HEK293 GAL4-SRC2 luciferase reporter, luminescence | 370,000 tested, 0.17% active | Q15596;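 active = inhibition above the mean inhibition of all tested compounds plus 3 SD, set per campaign, cut at about 52% in these data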;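 note: 0% = DMSO treated cells and 100% = cells given Gossypol at 36 µM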
* = called active by the depositor; / = no result given. Random draw from the library. Share with any hit: about 4.2%.

1: CC(=O)OC1CCC2(C)C(CCC3C2CC(=O)C2(C)C3CC(C3CCCC3=O)C2C(C)=O)C1 (centres undefined)
2: CC(C)(C)NCC(O)COc1cccc2c1CCC(=O)N2 (centres undefined)
3: Cc1cc(NC(=O)CN(C)CC(=O)Nc2ccc(Cl)cc2)no1
4: CC(C)(C)c1ccc(CC(=O)N2CCC2(C)C(=O)NS(=O)(=O)c2ccc3c(c2)CCO3)cc1 (centres undefined)
5: COC(=O)c1ccc(NC(CC(C)C)C(=O)OC)c([N+](=O)[O-])c1 (centres undefined)
6: Cc1nn(C)cc1/C=N/NC(=O)Cn1cncn1
assay / entry | 1 | 2 | 3 | 4 | 5 | 6
NCOA1 inh | 2 | 12 | -13 | 9 | -1 | -1
TWEAK-Fn14 inh | -2 | 11 | 3 | -1 | -1 | 1
TROY signal inh | -10 | 2 | -3 | 2 | -3 | -29
C8 TRAIL sens | -10 | 0 | -9 | -6 | 2 | 0
CF NFkB inh | -3 | 11 | -4 | 8 | 10 | 19
EBV LMP1 NFkB | 1 | -2 | -2 | / | -9 | /
KKLEB cytotox | -10 | 1 | 7 | 4 | 7 | 4
NR5A2 inv ag | 3 | -3 | 35 | 3 | 4 | -7
COUP-TFII inh | 12 | 6 | -3 | 13 | -23 | 0
SRC3 inh | -23 | -5 | 0 | -2 | 9 | 16
SRC2 inh | 5 | -11 | -33 | -25 | 6 | -20

Three compounds from above, sorted by the value under SRC3 inh, lowest first:
entry	SMILES	NCOA1 inh	TWEAK-Fn14 inh	CF NFkB inh	EBV LMP1 NFkB	NR5A2 inv ag	COUP-TFII inh	SRC3 inh	SRC2 inh
4	CC(C)(C)c1ccc(CC(=O)N2CCC2(C)C(=O)NS(=O)(=O)c2ccc3c(c2)CCO3)cc1 (centres undefined)	9	-1	8	/	3	13	-2	-25
3	Cc1cc(NC(=O)CN(C)CC(=O)Nc2ccc(Cl)cc2)no1	-13	3	-4	-2	35	-3	0	-33
6	Cc1nn(C)cc1/C=N/NC(=O)Cn1cncn1	-1	1	19	/	-7	0	16	-20

Values in list order from above:
Nos. 1–6 in CF NFkB inh read -3, 11, -4, 8, 10, 19
Nos. 1–6 in NR5A2 inv ag read 3, -3, 35, 3, 4, -7

(continued)
7: CCC1Sc2ccc(S(=O)(=O)Nc3cc(OC)cc(OC)c3)cc2NC1=O (centres undefined)
8: CN(C)S(=O)(=O)c1ccc(C(=O)Nc2ccc(F)cc2F)cc1
9: COc1cccc(NC(=O)C2CCN(c3cnccn3)CC2)c1
10: N#Cc1cccc(C(=O)N(CCc2ccccc2)Cc2cccs2)c1
11: O=C(c1ccc(=O)[nH]c1)N1CCCc2ccccc21
12: CCN(CC)c1ccc(C(=O)OCC(=O)Nc2cc3oc4ccccc4c3cc2OC)cc1
assay / entry | 7 | 8 | 9 | 10 | 11 | 12
NCOA1 inh | -19 | -24 | -24 | 3 | -53 | 17
TWEAK-Fn14 inh | 20 | -6 | 98* | 7 | 2 | -30
TROY signal inh | 23 | -10 | -2 | 4 | 0 | 7
C8 TRAIL sens | -23 | 2 | 20 | 5 | -2 | -3
CF NFkB inh | -20 | 8 | 4 | 3 | -18 | 19
EBV LMP1 NFkB | 3 | 4 | -5 | -8 | 5 | -13
KKLEB cytotox | 10 | -1 | 1 | 9 | 4 | 0
NR5A2 inv ag | 5 | 8 | 6 | 14 | -1 | -13
COUP-TFII inh | 12 | 7 | 0 | 11 | -11 | -8
SRC3 inh | 8 | -24 | 1 | 9 | -7 | 1
SRC2 inh | 0 | -8 | -1 | 8 | -11 | 4

13: COc1cc(C(=O)NC(=S)Nc2ccc3oc(=O)ccc3c2)cc(OC)c1OC
14: O=C(c1cc(S(=O)(=O)N2CCN(c3ccccc3)CC2)ccc1Cl)N1CCCC(C(F)(F)F)C1 (centres undefined)
15: CCc1cccc(C)c1NC(=O)C1CCN(c2nn3c(=O)cc(C)nc3s2)CC1
16: CCCNC(=O)C1(C)CCN1C(=O)Cc1ccc(C(C)C)cc1 (centres undefined)
17: O=C(c1ccc(S(=O)(=O)NCC2CCCO2)cc1)N1CCN(c2cccc(Cl)c2)CC1 (centres undefined)
18: O=C(O)Cc1csc(NC(=O)CSc2nnnn2-c2ccc(O)cc2)n1
assay / entry | 13 | 14 | 15 | 16 | 17 | 18
NCOA1 inh | -15 | 4 | 17 | 2 | -16 | 3
TWEAK-Fn14 inh | -1 | 17 | 0 | -2 | 17 | 58*
TROY signal inh | -2 | 23 | 19 | -11 | 18 | -3
C8 TRAIL sens | 6 | 16 | 11 | 1 | 9 | -2
CF NFkB inh | -5 | 5 | 2 | -29 | -11 | -8
EBV LMP1 NFkB | 11 | 11 | 1 | / | 2 | -3
KKLEB cytotox | 2 | 7 | 9 | 6 | 11 | 3
NR5A2 inv ag | 21 | 31 | -5 | 0 | -4 | -13
COUP-TFII inh | 4 | 46* | -1 | 1 | 14 | -1
SRC3 inh | -5 | 29 | 4 | 9 | 29 | 27
SRC2 inh | -10 | 33 | -16 | 14 | 5 | -17

Random excerpt: five records from the list
13: COc1cc(C(=O)NC(=S)Nc2ccc3oc(=O)ccc3c2)cc(OC)c1OC
16: CCCNC(=O)C1(C)CCN1C(=O)Cc1ccc(C(C)C)cc1 (centres undefined)
17: O=C(c1ccc(S(=O)(=O)NCC2CCCO2)cc1)N1CCN(c2cccc(Cl)c2)CC1 (centres undefined)
18: O=C(O)Cc1csc(NC(=O)CSc2nnnn2-c2ccc(O)cc2)n1
15: CCc1cccc(C)c1NC(=O)C1CCN(c2nn3c(=O)cc(C)nc3s2)CC1
assay / entry | 13 | 16 | 17 | 18 | 15
NCOA1 inh | -15 | 2 | -16 | 3 | 17
TWEAK-Fn14 inh | -1 | -2 | 17 | 58* | 0
TROY signal inh | -2 | -11 | 18 | -3 | 19
C8 TRAIL sens | 6 | 1 | 9 | -2 | 11
CF NFkB inh | -5 | -29 | -11 | -8 | 2
EBV LMP1 NFkB | 11 | / | 2 | -3 | 1
KKLEB cytotox | 2 | 6 | 11 | 3 | 9
NR5A2 inv ag | 21 | 0 | -4 | -13 | -5
COUP-TFII inh | 4 | 1 | 14 | -1 | -1
SRC3 inh | -5 | 9 | 29 | 27 | 4
SRC2 inh | -10 | 14 | 5 | -17 | -16

More entries.
19: O=S(=O)(c1ccccc1)N1CN(c2ccc(F)cc2F)c2nc3ccccc3nc21
20: Cc1ccc(-n2c(CNc3ccc(F)cc3)nnc2SCC(=O)N2CCOCC2)cc1
21: O=C(c1ccc2ccccc2n1)N1CCN(c2ccccc2O)CC1
22: COc1ccc(-n2c(O)c(C=Nc3ccccc3)c3ccccc3c2=O)cc1OC
23: COc1ccc(N2COC3c4cccc5cccc(c45)C32)cc1 (centres undefined)
24: CC(NC(=O)C1CCN(C(=O)[C@@H]2Cc3ccccc3CN2)CC1)c1ccccc1 (some centres undefined)
assay / entry | 19 | 20 | 21 | 22 | 23 | 24
NCOA1 inh | -9 | -2 | 3 | 9 | -14 | -6
TWEAK-Fn14 inh | 22 | -4 | -1 | -25 | 2 | -5
TROY signal inh | -11 | 17 | 0 | -5 | -11 | -13
C8 TRAIL sens | -4 | -14 | -8 | 5 | -11 | -3
CF NFkB inh | -1 | 6 | 10 | -11 | -16 | -4
EBV LMP1 NFkB | / | 1 | 4 | 0 | -38 | 10
KKLEB cytotox | 6 | -8 | 8 | 7 | -25 | 8
NR5A2 inv ag | 6 | -8 | 25 | 6 | -1 | 11
COUP-TFII inh | 7 | -1 | 18 | 11 | 5 | 15
SRC3 inh | -18 | -2 | 20 | 16 | -5 | 19
SRC2 inh | 0 | -13 | -7 | 12 | -37 | 0

From PubChem
